# High-throughput results (PubChem BioAssay)
# Fh CTSL1 inh = blocks F. hepatica cathepsin L1 in PFM18AAP counter-screen; inhibition, % at 5.96 µM; hit rate 0.49% among 300,000; recombinant F. hepatica cathepsin L1, Z-Leu-Arg-MCA fluorescence;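 active means inhibition above the mean of all tested compounds plus 3 SD, set per screening campaign, cut at about 17% in these data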;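 further: 0% = plate median of test compound wells and 100% = 1 µM Z-Phe-Ala-diazomethylketone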
# GRK2 aptamer HTS = inhibitors of human GRK2 displacing RNA aptamer | bead flow cytometry, FAM-aptamer displacement from GRK2 | inhibition of aptamer binding, % at 10 µM | hit rate 0.59% among 330,000 | AID 488847;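 active means inhibition of aptamer binding above 40%, roughly 3 SD of noise, on plates passing a quality check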;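 further: median bead fluorescence of bound FAM aptamer so fluorescent compounds give negative values; no value below 0 was filed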
# JMJD2C inh = blocks human GASC-1 demethylase activity; inhibition, % at 2.35 µM; hit rate 0.069% among 330,000; GST-JMJD2C(1-420) H3K9me3 demethylation, DELFIA europium; AID 2099;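 active means more than half of a compound's replicate wells show inhibition beyond 50%, single wells judged on their own value; inconclusive means some, but no more than half, of replicates pass 50% inhibition; inactive means no replicate passes 50% inhibition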;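 further: signal counts dimethyl H3K9 product captured on neutravidin plate; 0% = median of DMSO wells and 100% = 0.3 times that DMSO median; strong numbers were not always called active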
# PP5 primary = PP5 (human) phosphatase inhibition. purified PP5c, OMFP substrate fluorescence. inhibition, % at 6.7 µM. P53041. hit rate 0.18% among 320,000;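 active means inhibition above the campaign's mean inhibition across all tested compounds plus 3 SD, cut at about 9.5% in these data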;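 further: 0% = DMSO only and 100% = 100 µM cantharidin control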
# Target sequence (P53041 whole entry, looked up): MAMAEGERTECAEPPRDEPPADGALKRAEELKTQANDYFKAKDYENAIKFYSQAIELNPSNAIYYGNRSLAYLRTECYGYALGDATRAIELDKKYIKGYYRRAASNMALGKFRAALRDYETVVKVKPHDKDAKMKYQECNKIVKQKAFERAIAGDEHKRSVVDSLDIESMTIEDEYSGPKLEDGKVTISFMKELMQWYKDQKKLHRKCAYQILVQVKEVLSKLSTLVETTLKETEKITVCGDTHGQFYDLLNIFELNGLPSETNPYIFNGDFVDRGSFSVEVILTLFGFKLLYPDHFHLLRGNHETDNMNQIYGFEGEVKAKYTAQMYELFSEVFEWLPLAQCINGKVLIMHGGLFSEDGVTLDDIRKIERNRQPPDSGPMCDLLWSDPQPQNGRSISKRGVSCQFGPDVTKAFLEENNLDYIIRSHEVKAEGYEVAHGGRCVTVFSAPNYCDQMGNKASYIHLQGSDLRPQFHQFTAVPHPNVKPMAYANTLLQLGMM
# PP1 counter = PP1-alpha (human) inhibition in PP5 counter-screen. P62136. AID 2235. inhibition, % at 6.7 µM. purified PP1alpha, OMFP fluorescence. hit rate 0.9% among 320,000;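 active means inhibition above the mean inhibition of all tested compounds plus 3 SD, computed separately for each screening campaign, cut at about 15% in these data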
# Target sequence (P62136 whole entry, looked up): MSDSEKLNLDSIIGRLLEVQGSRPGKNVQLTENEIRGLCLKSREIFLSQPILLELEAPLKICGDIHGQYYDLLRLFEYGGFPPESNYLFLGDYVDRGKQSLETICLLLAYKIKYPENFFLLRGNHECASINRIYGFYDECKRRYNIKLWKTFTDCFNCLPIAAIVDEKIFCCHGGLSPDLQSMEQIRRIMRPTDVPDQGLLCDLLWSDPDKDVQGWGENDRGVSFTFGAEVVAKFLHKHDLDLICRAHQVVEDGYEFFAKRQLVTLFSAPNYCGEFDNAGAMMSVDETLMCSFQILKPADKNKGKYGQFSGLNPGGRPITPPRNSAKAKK
# HCV core dimer = blocks dimerization of HCV core protein | TR-FRET GST/Flag-core106 dimerization, 1536-well | inhibition, % at 5 µM | hit rate 0.33% among 300,000 | AID 1899;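 active means inhibition above the mean of all tested compounds plus 3 SD, set per screening campaign, cut at about 45% in these data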
#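 System: GST/Flag-tagged HCV core106 proteins. Incubation: compound-protein-antibody incubation 4 h at 22.5 °C. Technique: HTRF with 340 nm excitation, 617/671 nm emission. Medium: KF-containing HEPES buffer, pH 7.45, DTT, CHAPS, BSA. Read-out: inhibition (%) from 671 over 617 nm ratio. Also added: Eu(K)-anti-GST 90 ng/mL plus XL665-anti-Flag 1 µg/mL.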
# VLA-4 inh = inhibition in a human VLA-4 binding assay; VLA-4 expressing cells, ligand binding flow cytometry; AID 2557; P13612; hit rate 0.2% among 330,000; inhibition, % (about 7 µM as worked out from the volumes in the protocol); in the data active means inhibition above about 50%
# procasp3 activ = activators of human procaspase-3; P42574; recombinant procaspase-3 D3A, Ac-DEVD-pNA absorbance 405 nm; activation, % at 8.5 µM; hit rate 0.11% among 330,000; AID 463141;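 active means activation above the mean of all tested compounds plus 3 SD, cut at about 21% in these data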;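 further: 0% = DMSO alone and 100% = DMSO wells spiked with extra 5 µM PC-3 D3A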
#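 Assay system – Procaspase-3 D3A mutant · Benchmarks – DMSO low control, extra-enzyme high control · Technique – 405 nm absorbance of p-nitroaniline, reads at 0 and 120 min · Doses – 8.5 µM nominal · Measure – % activation between DMSO and enzyme-spiked controls · Also added – Ac-DEVD-pNA chromogenic peptide substrate · Schedule – 1 h compound preincubation, 2 h substrate hydrolysis at 25 °C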
# procasp7 counter = counter-screen: procaspase-7 (human) activation. P55210. recombinant procaspase-7, Ac-DEVD-pNA absorbance 405 nm; D23A/D198A/D206A triple mutant, cannot self-cleave; scale: DMSO 0, 5 µM enzyme 100. activation, % at 8.5 µM. hit rate 0.093% among 330,000. AID 463210;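 active means percent activation above the screen-wide mean plus 3 SD, cut at about 25% in these data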
#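 signal = Epi-absorbance of released pNA at 405 nm, two timepoints | assay system = Uncleavable procaspase-7 mutant enzyme | reagent = Ac-DEVD-pNA substrate, 400 µM as added | times = 1 h enzyme–compound preincubation and 2 h substrate reaction, both 25 °C | benchmarks = low DMSO alone, high DMSO plus 5 µM PC-7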
# Starred values were filed as active, the others as inactive; i = inactive; ? = inconclusive; · = not tested or not shown; & = joins results of further samples. Hits appear at their usual frequency. About 2.6% of those tested had a hit in this group.
SMILES,Fh CTSL1 inh,GRK2 aptamer HTS,JMJD2C inh,PP5 primary,PP1 counter,HCV core dimer,VLA-4 inh,procasp3 activ,procasp7 counter
COc1cc(/C=N/NC(=O)COc2cccc(F)c2)ccc1OS(=O)(=O)c1ccc(C)cc1,0,0,3,4.2,9,1,15,6,11
CCN(C(=O)COC(=O)c1cccnc1SC)C1CCS(=O)(=O)C1 (centres undefined),-1,2,-6,-0.3,-6,-2,4,6,10
COCCCn1c(-c2ccc(S(=O)(=O)N3CCOCC3)cc2)csc1=Nc1ccccc1,5,0,11,1.5,-1,-28,-92,5,2
CCOC(=O)C1C(=O)OC(C)(C)C1C(C)C(=O)c1ccc(C)cc1 (centres undefined),-2,2,6,0.5,-2,-10,-4,-2,-7
CCOc1ccc(N2CC(C(=O)NCCc3ccccc3)CC2=O)cc1 (centres undefined),-3,0,7,-1.6,-2,-2,9,4,7
Cn1cnc2cc(NC(=O)c3ccco3)ccc21,-2,0,8,0.6,0,-2,11,12,1
Cc1nn(-c2nc3ccccc3s2)c(N)c1-c1ccc(Cl)cc1,-2,0,-8&-25,2.3,-3,4,9,-1,1
CCOC(=O)c1cnc(-n2cc(C)cn2)nc1NCc1ccc2c(c1)OCO2,0,2,-23,1.9,21*,2,0,7,9
CCOC(=O)C1CCN(C(=O)COC(=O)C2CCN(S(=O)(=O)c3ccc4c(c3)OCCO4)CC2)CC1,1,10,-47,2.9,-3,-4,3,3,2
Cc1cc(C)cc(Nc2ccc3nonc3c2[N+](=O)[O-])c1,1,3,-8,-1.0,-4,0,-3,-4,3
O=C(O)C/C(=C\c1ccc(N2CCOCC2)c([N+](=O)[O-])c1)c1nc2ccccc2s1,6,2,14,0.1,4,40,4,-3,2
Cc1cccc(CSc2nnc([C@@H]3CCCN3C(=O)OC(C)(C)C)o2)c1,-2,20,0,-2.0,-2,3,8,7,3
O=C(CSc1nc2ccccc2c(=O)n1CCCO)NCc1ccccc1,3,0,-6,-0.3,1,-3,-1,1,2
COc1ccc(NC(=O)CN2C(=O)NC3(CC(C)CC(C)(C)C3)C2=O)cc1S(=O)(=O)N1CCCCC1 (centres undefined),0,0,-24,2.6,2,10,3,-4,0
CCOc1ccc(OCC)c(NC(=O)C2CCN(S(=O)(=O)c3cccnc3)CC2)c1,0,0,4,-1.3,0,1,-8,-8,-1
Cc1cc(N2C(=O)C(O)=C(C(=O)c3cccs3)C2c2cccc(Br)c2)no1 (centres undefined),-2,2,-5,-1.1,5,25,-5,-43,-21
CN(CC(=O)Nc1cc([N+](=O)[O-])ccc1Cl)Cc1ccc(Br)cc1,0,3,10,1.1,3,-7,4,-9,-17
COC(=O)c1ccc(NC(=S)NNC(=O)CC(C)C)cc1,0,3,-8,1.9,-4,-5,·,-7,-6
N#CC(C(=O)NCCc1ccccc1)c1nc2ccccc2nc1N1CCOCC1 (centres undefined),0,0,31,0.4,0,5,11,3,0
Cc1cccc(-c2nc3c(c(SCC(=O)N4CCOCC4)n2)COC(C)(C)C3)c1,3,1,5,3.1,3,-15,2,5,5
N#CCSc1ncnc2ccccc12,0,0,9,2.5,-1,2,-9,6,-1
Cc1cccc(C)c1N1CCN(C(=O)N2CCCCC2)CC1,-2,0,1,2.4,2,-2,-4,1,6
Oc1cccnc1CCc1ccccc1,-2,1,2,-0.6,-4,-5,0,4,-2
CNc1nc2ccccc2n1N,0,0,1,2.7,0,-4,8,9,-9
CNC(=O)c1cc2ncc(C(F)(F)F)cc2s1,-1,0,-2,-2.1,0,-4,0,-5,-5
Cc1cc([N+](=O)[O-])nn1CC(=O)NCc1ccco1,-1,1,-9,0.0,0,-3,2,-5,-2
COc1ccc(C(C)=O)cc1CSC(=N)N,-2,0,-12,1.6,3,-8,14,6,12
O=C(c1cc(Cl)ccc1O)N1CCN(S(=O)(=O)Cc2ccccc2)CC1,·,1,2,·,·,·,2,-11,2
Cc1ccc(N(C)S(=O)(=O)c2cccc(C(=O)NCC(c3ccco3)N3CCCC3)c2)cc1 (centres undefined),·,0,·,-0.4,-1,·,-14,1,-3
Cc1cc(C(=O)CN2C(=O)c3ccccc3S2(=O)=O)c(C)n1-c1ccccc1,2,8,0,2.1,7,8,-28,2,0
Fc1ccc(NC(=S)N2CCCC2)cc1Cl,0,0,0,1.4,0,-4,-1,-3,-8
COc1ccc(NC(=O)[C@@H]2CCCN2S(=O)(=O)c2ccc(Cl)cc2)cc1,·,2,10,·,·,·,0,-1,5
Cn1cccc1CC(=O)N/N=C\c1cccs1,5,0,2,-8.4,5,-4,-4,-2,-22
CC(=O)Nc1nc(C)c(-c2nc3ccc([N+](=O)[O-])cc3[nH]2)s1,1,0,-2,1.4,-2,2,-3,0,5
CCc1nnc(NS(=O)(=O)c2ccc(N=Cc3c(C)[nH]n(-c4ccc(C)c(C)c4)c3=O)cc2)s1,5,0,2,1.5,2,13,-2,-3,-11
COC(=O)c1cn(-c2ccccc2)c(=O)c2ccccc12,-1,2,5,2.1,1,-3,3,-1,-4
CC(NC(=O)/C(=C/c1ccc(OC(F)F)cc1)c1ccccc1)c1ccccc1 (centres undefined),-2,4,-10,1.0,-1,3,2,-4,0
COc1cccc(CNS(=O)(=O)c2ccc3c(c2)N(C)CCO3)c1,0,2,-5,-0.8,-7,9,-12,-7,0
CNS(=O)(=O)c1cccc(C(=O)OCC(=O)C23CC4CC(CC(C4)C2)C3)c1,0,1,-10,0.0,-1,-6,-14,-1,2
O=C(c1ccc(S(=O)(=O)N2CCCC2)cc1)N1CCN(Cc2ccc3c(c2)OCO3)CC1,-3,3,4,1.9,-1,-1,0,-4,5
O=C(CSc1nnc(NC2CCCCC2)s1)N1CCOCC1,·,2,13,2.6,2,·,11,6,8
CCN(CC)c1ccc(-n2cc3c(=O)n(C)c(=O)n(C)c3c2)cc1,1,0,53,-0.4,-4,-9,-5,9,1
CC(Sc1nnnn1C)C(=O)NC1CCCc2ccccc21 (centres undefined),0,0,8,-0.3,-1,2,11,-2,7
Cc1cc(C)n2nc(SCC(=O)c3cccs3)nc2n1,-4,4,6,-1.2,-2,1,0,12,-3
CCNC(=S)N/N=C/c1cn(Cc2ccc(F)cc2)c2ccccc12,3,0,-15,0.3,2,11,-2,4,-3
N=C1CCCN1c1ccccc1O,9,2,0,2.2,-5,-5,-1,0,1
COc1ccc(C(=O)/C=C/Nc2ccc([N+](=O)[O-])cc2C)cc1OC,3,3,-4,2.0,1,1,-24,-9,22
CS(=O)(=O)N(Cc1ccc(C(=O)NC2CCCC2)cc1)c1ccccc1,-2,0,-2,0.0,-6,-1,3,3,4
CCc1nnc(NC(=O)CN2CCN(Cc3cccc(OC)c3)CC2)s1,-3,0,7,-2.3,-5,7,2,5,2
Cn1nnc(NC(=S)NC(=O)c2cccc3c(Cl)cccc23)n1,-4,1,6,4.4,1,-7,10,7,-15
C#CCOCCOCCOCCNc1nc(N2CCN(C(=O)C([C@@H](C)CC)n3cc(C(N)CC(C)C)nn3)CC2)nc(N2CCN(C(=O)[C@H](CCC(=O)O)n3cc(C(N)CC(C)C)nn3)CC2)n1 (some centres undefined),-1,·,3,1.6,-2,3,·,3,9
Cc1cc(F)ccc1NCc1ccccc1[N+](=O)[O-],-5,1,0,4.8,6,1,-6,-9,-3
COc1ccc(NC(=O)c2ccccc2NC(=O)CSc2ccc(Cl)cc2)cc1,-1,47*,4,4.0,0,21,16,-9,6
CC(C(=O)O)n1ncc2ccccc2c1=O (centres undefined),-1,2,0,-1.1,-4,0,5,-1,6
O=C(c1ccc(C(F)(F)F)cc1)N1CCN(c2ccc(N3CCOCC3)nn2)CC1,1,2,3,-0.3,-3,-1,-6,7,5
S=C(NCCCN1CCOCC1)Nc1cccc(-c2nnc3n2CCCCC3)c1,-1,4,-18,-2.0,-2,-6,-4,-13,-16
CCCCN(C)Cc1c(C)[nH]c2ccccc2c1=O,-8,0,7,-2.1,-6,-2,2,-2,7
Cc1cc(C)n(-c2nnc3c4ccccc4n(C)c3n2)n1,4,0,14,0.4,0,7,3,3,-2
N#Cc1cc(Oc2cccnc2)c(Oc2cccnc2)cc1C#N,-3,1,-14,5.6,-5,-1,38,-9,-11
COC(=O)c1c(C)nc2ccccc2c1C(=O)O,-6,7,-5,0.5,1,-4,18,-3,-8
# The list continues:
SMILES,Fh CTSL1 inh,GRK2 aptamer HTS,JMJD2C inh,PP5 primary,PP1 counter,HCV core dimer,VLA-4 inh,procasp3 activ,procasp7 counter
Brc1ccccc1-n1nnc(-c2ccnc3ccccc23)n1,0,·,i,1.6,-4,17,·,7,4
Cc1ccccc1NC(=O)Cc1cccs1,-2,2,-26,2.2,-2,6,21,5,1
CN(Cc1ccccn1)C(=O)C1CCC(=O)N(CCc2ccc(Cl)cc2)C1 (centres undefined),-3,2,-16,2.8,-2,-11,-105,2,-4
Cc1ccc(NN=C2C(=O)OC(C)(C)OC2=O)c(C)c1,0,0,2,2.0,3,-7,23,-17,-6
CCOC(=O)CNC(=O)c1ccc(Br)s1,1,0,-5,-0.4,1,0,2,0,-1
O=C(CSc1nc(-c2ccco2)cc(C(F)(F)F)n1)Nc1ccccc1C(F)(F)F,2,2,14,4.9,1,4,-6,1,0
O=C(CSc1ccc(-c2ccccn2)nn1)c1ccc(F)cc1,1,5,-7,2.9,3,6,2,-1,1
Cc1ccc(CN2CCN(/N=C/c3ccc(O)c(O)c3)CC2)cc1,1,6,-3,-0.1,2,9,5,0,3
Cc1onc(NC(=O)CSCC(=O)O)c1Br,0,3,-3,2.6,-1,0,9,-3,6
C=CCSc1nnc(-c2nnc(SCC=C)n2CC)n1CC,-3,0,10,-0.9,-5,0,7,5,9
CC1(C)Cc2cccc(OCC(=O)OCc3nnc(-c4ccc([N+](=O)[O-])cc4)o3)c2O1,·,0,5,1.6,-1,·,16,-3,3
COC(=O)c1ccc(NC(=O)CN2CCCC2)cc1,-3,2,22,-1.1,2,-5,2,2,-5
Cc1cccc(-c2nc3c(c(SCC(=O)N4CCOCC4)n2)Cc2c(CO)cnc(C)c2O3)c1,0,0,5,1.4,7,17,-5,2,0
COc1ccc(C2=NCCn3nc4ccccc4c32)cc1,0,0,6,-1.0,-1,1,28,9,1
COc1ccc(NC(=O)Cc2ccsc2)cc1S(=O)(=O)N1CCCCC1,·,0,-7,1.6,-2,·,12,0,-7
COc1ccc(-c2noc(CNS(=O)(=O)c3ccc(NC(C)=O)cc3)n2)cc1OC,1,2,?,-0.8,-3,-8,5,7,2
